USP1 inh: blocks the human USP1/UAF1 deubiquitinase complex; AID 743255; 0.23% of 390,000 active; O94782; Potency, µM (series often up to 57.1 µM), for inactives: at the highest dose activity change, negative = inhibition, usual class: inhibitors; recombinant USP1/UAF1, Ub-Rhodamine cleavage fluorescence; note: potency is the fitted concentration of half-maximal effect; % is set by controls: 0 for no effect and ±100 for the full control effect; nearly all actives have a fitted effect of over 60% in size; inactives centre near -12
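Step one: compound is pinned into 1nM USP1/UAF1 in HEPES pH 7.8 buffer with TCEP. Step two: 15 min room-temperature incubation. Step three: Ub-Rho (150nM final) starts cleavage, tracked by fluorescence over six one-minute reads.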
Glioma ERSR ind: ER stress response induction in glioma. AID 602332. 0.02% of 420,000 active. Potency, µM, inactives show at the top dose activation, actives largely listed as activators. U87-MG GRP78 promoter luciferase reporter, 16 h; note: potency is the fitted concentration of half-maximal effect; series mostly up to about 76 µM; % of control where 0% means no effect; nearly all actives have a fitted effect of over 35% in size
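Stably transfected U87-MG glioma cells carrying a GRP78-based luciferase sensor; 16 h compound incubation. Luminescence end-point read 10 min after Bright-Glo addition at room temperature.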
TrxR1 substrate: rat thioredoxin reductase 1 substrate activity | purified TrxR1 substrate turnover, NADPH consumption readout | Potency, µM (highest dose often 114 µM), inactives show at the top dose activity change, negative = substrate turnover | 0.01% of 390,000 active; note: potency is the fitted concentration of half-maximal effect; % is set by controls: 0 for no effect and ±100 for the full control effect; nearly all actives have a fitted effect of over 50% in size
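Rat TrxR1, dispensed at 90 nM, was prereduced with 400 uM NADPH (final) for 5 min at ~22 deg C, then incubated with compound 15 min before 400 uM selenite. A first-read NADPH fluorescence drop versus no-compound background flagged substrates.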
LDHA block: LDHA (human) enzyme inhibition. 0.15% of 480,000 active. AID 1347041. P00338. purified LDHA, NADH/diaphorase-resazurin fluorescence; stronger effect = lower value. activity change, % (values are at about 110 or 230 µM); in the data active = activity change below about -30%; inconclusive = mostly about -25% to -30%;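 note: plate controls were DMSO wells for no effect and wells without enzyme for full effect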
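Remaining NADH was detected by diaphorase (0.133 mg/mL) converting 37 µM resazurin to fluorescent resorufin, read at 0 and 20 minutes. The preceding 5-minute room-temperature reaction used 2 nM LDHA, 0.2 mM sodium pyruvate and 0.06 mM NADH at pH 7.4.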
Vif-A3G inh: blocks the Vif interaction with human APOBEC3G | HeLa A3G-eYFP + Vif (tagged APOBEC3G with the HIV-1 protein that degrades it), YFP fluorescence, overnight | Q9HC16 | Potency, µM (series often up to 46.1 µM), without a hit: top-dose activity, negative = active, most hits filed as inhibitors | 0.076% of 410,000 active;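 note: potency is the fitted concentration of half-maximal effect; % is set by controls: 0 for no effect and ±100 for the full control effect; nearly all actives have a fitted effect of over 60% in size; hits raise eYFP signal because A3G escapes Vif-driven loss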
Target sequence (Q9HC16 whole entry, looked up): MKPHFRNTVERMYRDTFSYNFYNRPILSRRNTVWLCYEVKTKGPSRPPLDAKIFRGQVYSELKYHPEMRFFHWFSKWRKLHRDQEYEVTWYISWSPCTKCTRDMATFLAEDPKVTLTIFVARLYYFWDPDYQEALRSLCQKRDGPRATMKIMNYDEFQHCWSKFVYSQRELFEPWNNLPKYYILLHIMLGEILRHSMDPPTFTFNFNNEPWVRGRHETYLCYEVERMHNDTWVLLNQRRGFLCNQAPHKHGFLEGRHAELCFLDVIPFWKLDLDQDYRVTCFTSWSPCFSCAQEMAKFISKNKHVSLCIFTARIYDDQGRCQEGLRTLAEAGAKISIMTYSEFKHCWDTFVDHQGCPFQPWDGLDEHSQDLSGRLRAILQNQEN
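Read-out is eYFP fluorescence (Ex 488/Em 500-530) from Vif-expressing HeLa A3G-eYFP cells; more signal means A3G escaped Vif-mediated degradation. Cells plated overnight, compound pinned in, incubated overnight at 37 deg C.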
RGS4 inhibitor: human RGS4 inhibition | P49798 | Transcreener GDP fluorescence polarization, RGS4-accelerated GTP hydrolysis | Potency, µM (top dose mostly 114 µM), for the others: at the top dose activity change, negative = inhibition, most hits filed as inhibitors | 0.039% of 390,000 active | AID 504845; note: potency is the fitted concentration of half-maximal effect; % is set by controls: 0 for no effect and ±100 for the full control effect; nearly all actives have a fitted effect of over 75% in size; some results filed as inactive show a strong effect at the top dose
Target sequence (P49798 whole entry, looked up): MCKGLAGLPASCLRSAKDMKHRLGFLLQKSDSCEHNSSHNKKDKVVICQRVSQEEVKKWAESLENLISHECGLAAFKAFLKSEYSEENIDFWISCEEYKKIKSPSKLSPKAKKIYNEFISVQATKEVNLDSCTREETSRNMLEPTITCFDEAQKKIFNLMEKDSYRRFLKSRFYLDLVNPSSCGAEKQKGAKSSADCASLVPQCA
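MLSMR compounds (23 nl, pin-transferred) preincubated 10 min at room temperature with a 500nM (2x) first reagent, then RGS4 at 900nM (2x) plus Transcreener GDP mix added; fluorescence polarization (620/688 nm) read before and after 90 min at 30 °C.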
rTrxR1 inhibitor: inhibitors of rat thioredoxin reductase 1; O89049; recombinant rTrxR1, NADPH fluorescence consumption, selenite substrate; Potency, µM (top dose mostly 114 µM), for the others: at the highest dose activity change, negative = inhibition, hits mostly inhibitors; 1% of 390,000 active; note: potency is the fitted concentration of half-maximal effect; % is set by controls: 0 for no effect and ±100 for the full control effect; nearly all actives have a fitted effect of over 65% in size
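Rat TrxR1 (90 nM in the dispensed reagent) was pre-reduced with 400 uM NADPH for 5 min at room temperature, then incubated with compound for 15 min. After 400 uM selenite was added, NADPH fluorescence (Ex 340/Em 450 nm) was followed for 8 min.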
Vif-APOBEC3F blk: blocks the Vif interaction with APOBEC3F; HeLa A3F-eYFP + Vif (tagged APOBEC3F with the HIV-1 protein that degrades it), YFP fluorescence increase; Potency, µM (titrated, usually from 46.1 µM), for inactives: at the highest dose activity, negative = active; 0.2% of 390,000 active; AID 602313; note: potency is the fitted concentration of half-maximal effect; % of control where 0% means no effect; nearly all actives have a fitted effect of over 65% in size
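Fluorescence increase (Ex 488/Em 500-530) after overnight compound treatment at 37 deg C flags inhibition of Vif-driven A3F-eYFP loss in stable HeLa A3F-eYFP/Vif cells seeded overnight beforehand.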
IDH1 R132H inh: inhibitors of human mutant IDH1 R132H; IDH1-R132H enzyme, NADPH consumption, diaphorase/resazurin fluorescence; Potency, µM (titrated, usually from 76.6 µM), without a hit: at the highest dose activity change, negative = inhibition, most hits filed as inhibitors; 0.093% of 390,000 active; AID 602179; note: potency is the fitted concentration of half-maximal effect; % is set by controls: 0 for no effect and ±100 for the full control effect; nearly all actives have a fitted effect of over 65% in size
Target sequence (O75874 whole entry R132H, stated change not applied): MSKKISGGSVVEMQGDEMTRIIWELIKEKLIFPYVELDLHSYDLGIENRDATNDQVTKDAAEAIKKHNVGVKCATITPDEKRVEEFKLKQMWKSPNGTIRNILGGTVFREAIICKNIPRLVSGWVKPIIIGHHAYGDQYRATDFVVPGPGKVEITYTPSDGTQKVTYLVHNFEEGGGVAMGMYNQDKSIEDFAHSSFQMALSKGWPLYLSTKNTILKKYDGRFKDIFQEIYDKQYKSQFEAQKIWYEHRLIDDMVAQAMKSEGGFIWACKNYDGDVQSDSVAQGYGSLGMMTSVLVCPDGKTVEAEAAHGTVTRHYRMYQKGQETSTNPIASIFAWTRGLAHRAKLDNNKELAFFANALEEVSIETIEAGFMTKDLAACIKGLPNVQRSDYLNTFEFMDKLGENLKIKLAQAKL
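IDH1-R132H (0.5 ug/mL) preincubated 30 min with compound, then NADPH (0.016 mM) and alpha-KG (2 mM) added; 80 min at RT, pH 7.5. Remaining NADPH coupled via diaphorase/resazurin to fluorescence (540/590 nm); concentration-response curves normalized to no-enzyme control.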
* = called active by the depositor; u = inconclusive; x = not tested or not shown; & = joins results of further samples; [ ] = another dose, or the depositor's remark. Unless noted, calls come from the whole dose curve; as a rule, active = well fitted curve in the direction sought with a large enough effect; inconclusive = small, poorly fitted or top-dose-only effect, or another doubt; inactive = no such curve, though single readings can be large; an effect the other way counts as inactive or inconclusive. The list is partial. The share of hits here may be higher or lower than overall.

SMILES	USP1 inh	Glioma ERSR ind	TrxR1 substrate	LDHA block	Vif-A3G inh	RGS4 inhibitor	rTrxR1 inhibitor	Vif-APOBEC3F blk	IDH1 R132H inh
O=C(COC(=O)c1ccc(S(=O)(=O)N2CCc3ccccc3C2)cc1)NC1CCS(=O)(=O)C1 (stereo not drawn)	-14%	-4%	5%	-1	-10%	-28%	13%	-3%	-8%
Cc1ccccc1NC(=S)NCCc1c[nH]c2ccccc12	-19%	0%	-3%	-4	2%	-5%	-2%	17%	2%
CC(C)n1nnnc1SCC(=O)N(C)C1CCS(=O)(=O)C1 (stereo not drawn)	u	-2%	2%	-7	10%	6%	30%	-5%	-5%
Cc1ccc2nc(-c3ccncc3)cc(C(=O)Nc3ccc(F)cc3C)c2c1	-6%	-3%	1%	-4	6%	9%	8%	1%	3%
CCOc1ccc(CNC(=O)c2ccco2)cc1	-8%	2%	-8%	-2	0%	-13%	-5%	-1%	-2%
O=C(Oc1ccc2ccc(=O)oc2c1)c1ccc([N+](=O)[O-])cc1	-25%	-4%	94%[activator]	1	2%	13%	54%	-4%	-5%
Cc1ccc(S(=O)(=O)NCCC(=O)NCc2cccnc2)cc1	-17%	0%	2%	-2	0%	2%	11%	0%	-2%
O=C(NCCCCc1ccccc1)c1ccccc1Cl	-16%	2%	8%	-7	0%	-13%	14%[57.1 µM]	-42%	2%
Cc1[nH]nc2c1C(C(C)C)C(C#N)=C(N)O2 (stereo not drawn)	-23%	-11%	0%	-3	-12%	-22%	6%	-7%	7%
COc1ccc(NC(=O)c2nc3nccc(C)n3n2)cn1	-7%	0%	5%[57.1 µM]	-5	2%	7%[11.4 µM]	5%[57.1 µM]	-1%	-1%
Cc1cc(C)nc(NS(=O)(=O)c2ccc(NC(=O)c3snnc3C)cc2)n1	-26%	1%	1%	-3	1%	2%	16%	2%	9%
CCOc1ccc(-n2c(=O)c3sccc3n(CC(=O)NCCc3ccc(OC)c(OC)c3)c2=O)cc1	-18%	0%	7%	0	-4%	-20%	24%	-4%	7%
CCOc1ccc(-c2nc(CNC(=O)NC3CCCCC3)c(C)o2)cc1	-2%	-3%	-5%[57.1 µM]	-2	0%	4%	3%[57.1 µM]	-4%	15%
O=c1c2cc(Cl)ccc2[nH]c(=S)n1Cc1ccco1	-12%	1%	-5%	-3	1%	-38%	-18%	0%	3%
Cn1nnc(NCc2cc(Br)ccc2OCc2ccccc2F)n1	-8%	-3%	1%	-5	0%	24%	13%	-7%	5%
O=C(O)c1nn2c(c1Br)NC(c1ccccc1)CC2C(F)(F)F (stereo not drawn)	-11%	-5%	-3%	2	-4%	17%	-3%	x	2%
COc1ccc(NC(=O)C2CC(=O)N(CCc3ccc(F)cc3)C2)c(OC)c1 (stereo not drawn)	0%	-6%	4%	-3	0%	12%	16%	-6%	33%[activator]
COc1ccc(-c2nnc3ccc(SCC(=O)NCC4CCCO4)nn23)cc1 (stereo not drawn)	2%	-7%	-2%	-3	4%	-5%	27%	-11%	3%
O=C(NCc1ccc(N2CCCC2=O)cc1)c1cn(CCc2ccccc2)nn1	-19%	-3%	-4%	-6	0%	2%	-16%	-3%	-2%
Cc1cccc(NC(=O)c2c([N+](=O)[O-])cnn2C)c1	-17%	0%	12%[2.29 µM]	1	-4%	-11%	29%	-1%	15%
CCN(CC)CCNc1ccc(C)c2sc3ccc(O)cc3c(=O)c12	-16%	-2%	8%[11.4 µM]	-19	-7%	-18%	16%[11.4 µM]	u	6%
Cc1ccc(SC[C@H](Cc2ccccc2)N2CC[C@@H](C)CCC2=O)cc1	u	-6%&-2%	-6%&3%	2	-1%&-6%	-29%	-1%&19%	0%	3%
CCN(C(=O)COC(=O)Cc1cccc2ccccc12)C1CCS(=O)(=O)C1 (stereo not drawn)	-12%	-4%	-1%	-14	-5%	4%	10%	8%	0%
CC(O)CN(Cc1ccc(Cl)cc1)CC(C)O (stereo not drawn)	-5%	-4%	-6%	-17	0%	-17%	10%	-15%	0%
CC1(C)CN(c2ccccc2)N(C(=O)c2ccc(C#N)cc2)C1=O	-12%	4%	-1%	8	-20%	5%	-5%	-9%	16%
CCCCOc1ccc(OC(=O)c2sc3ncn(Cc4cccc(F)c4)c(=O)c3c2C)cc1	-8%	-3%	4%[57.1 µM]	-2	2%	-13%	27%[57.1 µM]	4%	19%
COc1ccc(CCNC(=O)/C(=C/c2cccnc2)NC(=O)c2ccccc2)cc1	1%	-1%	8%[57.1 µM]	-5	-7%	36%	2%[57.1 µM]	-1%	3%
CCOc1ccc(S(=O)(=O)Nc2ccc(C(=O)NCCCN3CCCC3=O)cc2)cc1	-1%	-6%	0%	-7	2%	4%	2%	0%	-1%
O=C(CSc1nnc(-c2ccc3c(c2)OCO3)o1)Nc1ncc(Cl)cc1Cl	-21%	-3%	-3%	1	-4%	-17%	9%	-32%	2%
CC(C)(C)N1CC(c2nc3ccccc3n2Cc2ccccc2)CC1=O (stereo not drawn)	-6%	2%	8%[57.1 µM]	2&-6	-5%	3%	22%[57.1 µM]	-5%	3%

Ordered by value in LDHA block (lowest first): 3 of the compounds above
compound,LDHA block
CCN(C(=O)COC(=O)Cc1cccc2ccccc12)C1CCS(=O)(=O)C1 (stereo not drawn),-14
Cc1cc(C)nc(NS(=O)(=O)c2ccc(NC(=O)c3snnc3C)cc2)n1,-3
O=C(O)c1nn2c(c1Br)NC(c1ccccc1)CC2C(F)(F)F (stereo not drawn),2

(cont.)
SMILES	USP1 inh	Glioma ERSR ind	TrxR1 substrate	LDHA block	Vif-A3G inh	RGS4 inhibitor	rTrxR1 inhibitor	Vif-APOBEC3F blk	IDH1 R132H inh
CC(C)(C)NC(=O)/C(=C\c1ccco1)NC(=O)c1ccco1	-19%	1%	-16%	1	3%	-2%[56.9 µM]	u	4%	0%
COc1cc(OCc2ccc(C)cc2)ccc1CNC[C@H]1O[C@@H](n2cnc(C(N)=O)n2)[C@H](O)[C@@H]1O	-6%	-1%	-2%	0	-1%	16%	-16%	8%	-3%
Cc1cccc(NS(=O)(=O)c2cc([N+](=O)[O-])ccc2C)n1	-9%	-3%	-16%[57.1 µM]	4	-2%	-49%	24%[57.1 µM]	0%	7%
CCc1ccccc1OCC(=O)Nc1ccc(F)c(S(=O)(=O)N2CCOCC2)c1	-13%	-3%	-1%	-3	-1%	-12%	5%	-7%	3%
COc1ccc(Cl)cc1NC(=O)CCC(=O)N1CCOc2ccccc21	-6%	0%	6%	0	-3%	-24%	8%	2%	18%
CCc1ccc(NC(=O)CN2C(=O)c3ccccc3Sc3ccc(C(=O)N4CCCC4)cc32)cc1	u	-2%	-5%[57.1 µM]	-3	-7%	-3%	13%[57.1 µM]	-4%	15%
CCc1ccc(NC(=O)CSc2nc(-c3cccc(OC)c3)nc3c2Cc2c(CO)cnc(C)c2O3)cc1	7%	-2%	4%	-3	-3%	26%	-2%	-10%	-12%
CC(C)CC1CCCC12NC(=O)NC2=O (stereo not drawn)	3%	0%	3%	-4	2%	17%	10%	0%	-2%
COc1ccc(CC(O)CO)cc1OCc1ccccc1 (stereo not drawn)	-13%	-3%	x	-5	-1%	x	x	-6%	-17%
COc1ccc(OC)c(CC(=O)N2CCc3cc(OC)c(OC)cc3C2)c1	-15%	-3%	7%	-8	-1%	3%[56.9 µM]	28%	0%	14%
CCCCn1c(N)c(N(CC(C)C)C(=O)CSCc2ccc(Cl)c(Cl)c2)c(=O)[nH]c1=O	-5%	-4%	-7%[57.1 µM]	-10	-10%	14%	13%[57.1 µM]	-7%	-12%
COc1ccc(Oc2coc3cc(OC(=O)N4CCOCC4)ccc3c2=O)cc1	-18%	-1%	10%	-3	3%	-19%	13%	-15%	5%
C=CCOC(=O)C1=C(C)NC(=S)NC1/C=C/c1ccccc1 (stereo not drawn)	-20%	-1%	8%[57.1 µM]	-1	1%	-42%	22%[57.1 µM]	-10%	3%
CN1CCN(C(=O)C2CCN(S(=O)(=O)c3ccccc3[N+](=O)[O-])CC2)CC1	-9%	-2%	2%	-11	1%	21%	28%	-2%	5%
CC(NC(=O)/C=C/c1ccccc1[N+](=O)[O-])C1CC2CCC1C2 (stereo not drawn)	-20%	-4%	-5%	-6	7%	-19%	2%	3%	-1%
O=C(CCCN1C(=O)C(c2ccccc2)Oc2cccnc21)Nc1ccc(Br)cc1F (stereo not drawn)	-26%	-1%	-8%	-1	2%	7%	1%	-11%	4%
CC(C)Cc1nnc(NC(=O)CCC(=O)N2CCN(C3CCCC3)CC2)s1	-9%	13%	-4%	-5	1%	4%[11.4 µM]	3%	1%	-5%
CCC(C)(C)NC(=O)C(c1ccccc1F)N(Cc1ccco1)C(=O)c1csnn1 (stereo not drawn)	-2%	-2%	-5%	4	0%	3%	2%	-3%	-3%
Cc1nc2c3ccccc3n(CC(=O)c3ccc(F)cc3)c(=O)n2n1	-13%	-3%	5%[57.1 µM]	-7	0%	3%	13%[57.1 µM]	-3%	-3%
Cc1ccc(NC(=O)CCc2nnc3n(CC(C)C)c(=O)c4ccccc4n23)cc1C	-23%	1%	8%	-17	5%	-6%	29%	5%	7%

Source: PubChem BioAssay (National Center for Advancing Translational Sciences (NCATS))
